# PGK inhibitor = blocks T. brucei phosphoglycerate kinase | P07378 | PGK/GAPDH coupled, Kinase-Glo luminescence, 60 min | Potency, µM (doses to about 57.5 µM), for the others: at the top dose activity change, negative = inhibition, hits mostly inhibitors | 380,000 tested, 0.043% active; also: potency is read from the fitted curve at half-maximal effect; % is scaled to controls: 0 for no effect and ±100 for the full control effect; nearly all actives have a fitted effect of over 60% in size
# Target sequence (P07378 whole entry, looked up): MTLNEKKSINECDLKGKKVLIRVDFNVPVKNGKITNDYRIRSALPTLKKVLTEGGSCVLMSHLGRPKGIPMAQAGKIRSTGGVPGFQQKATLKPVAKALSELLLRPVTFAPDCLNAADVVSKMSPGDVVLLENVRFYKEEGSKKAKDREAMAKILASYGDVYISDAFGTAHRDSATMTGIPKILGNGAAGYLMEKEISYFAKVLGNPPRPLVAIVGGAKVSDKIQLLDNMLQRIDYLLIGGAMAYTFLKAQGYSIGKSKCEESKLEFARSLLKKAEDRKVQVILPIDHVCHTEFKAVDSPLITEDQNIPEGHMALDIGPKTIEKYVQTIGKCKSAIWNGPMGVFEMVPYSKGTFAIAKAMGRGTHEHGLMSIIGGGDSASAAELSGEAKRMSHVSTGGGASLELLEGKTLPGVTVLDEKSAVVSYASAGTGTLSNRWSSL
#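 Recombinant glycosomal PGK reaction used 1,3-bisphosphoglycerate generated in-well by GAPDH (100nM final) in 100mM TEA pH 7.6, 5mM MgCl2, 0.01% Tween-20. After 60 minutes at room temperature, ATP was read by Kinase-Glo Plus luminescence end-point.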
# JMJD2A Tudor inh = inhibitors of human JMJD2A Tudor domain. O75164. 390,000 tested, 4.4% active. AlphaScreen JMJD2A-Tudor / H3K4me3 peptide binding. Potency, µM (series often up to 114 µM), without a hit: at the top dose activity change, negative = inhibition, most hits filed as inhibitors; also: potency is read from the fitted curve at half-maximal effect; % is scaled to controls: 0 for no effect and ±100 for the full control effect; nearly all actives have a fitted effect of over 50% in size
# BAZ2B inh = BAZ2B (human) inhibition | Q9UIF8 | AlphaScreen BAZ2B-H3K14Ac peptide displacement | Potency, µM (doses to about 114 µM), without a hit: at the highest dose activity change, negative = inhibition, most hits filed as inhibitors | 360,000 tested, 4.4% active | AID 504333; also: potency is read from the fitted curve at half-maximal effect; % is scaled to controls: 0 for no effect and ±100 for the full control effect; nearly all actives have a fitted effect of over 60% in size
#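 Multi-concentration screen (max 110 uM) measuring displacement of acetylated histone H3 peptide from BAZ2B by AlphaScreen, using 50 nM protein, 50 nM peptide and 10 ug/mL streptavidin donor plus Ni-chelate acceptor beads.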
# GLS inh = inhibitors of human glutaminase (GLS). O94925. GLS enzymatic activity, qHTS titration. Potency, µM (top dose mostly 45.5 µM), without a hit: top-dose activity change, negative = inhibition, most hits filed as inhibitors. 410,000 tested, 0.21% active. AID 624170; also: potency is read from the fitted curve at half-maximal effect; % is scaled to controls: 0 for no effect and ±100 for the full control effect
#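 hKGA in 45 mM KH2PO4 pH 8.2, 0.02% Tween-20 with pin-transferred compounds; 1 mM L-glutamine (stock) plus glutamate oxidase/HRP/Amplex Red coupling added. Fluorescence read initially and after 30 min at RT.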
# PI4K2A inh = PI4K2A (human) kinase inhibition; 420,000 tested, 0.13% active; activity change, negative = inhibition, % at 76.9 µM; Q9BTU6; purified PI4K2A, ADP-Glo luminescence, 1 h; active compounds read low; in the data active = activity change below about -50%; inconclusive = mostly about -30% to -49%;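 also: -100% = wells without enzyme as full effect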
#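 PI4K2A activity was measured by ADP-Glo luminescence: enzyme (4 ug/mL stock) and phosphatidylinositol (1.2 mM stock) in Tris pH 7.5/MgCl2/EGTA/Triton X-100 buffer were reacted with ATP (300 microM stock) for one hour at ambient temperature.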
# G9a inh = G9a (human) methyltransferase inhibition; Q96KQ7; G9a H3K9 monomethylation, AlphaScreen, 2 h; Potency, µM (series often up to 102 µM), without a hit: at the highest dose activity, negative = inhibition, hits mostly inhibitors; 350,000 tested, 8.8% active; AID 504332; also: potency is read from the fitted curve at half-maximal effect; % is scaled to controls: 0 for no effect and ±100 for the full control effect; nearly all actives have a fitted effect of over 75% in size
# Target sequence (Q96KQ7 913-1193 limits assumed): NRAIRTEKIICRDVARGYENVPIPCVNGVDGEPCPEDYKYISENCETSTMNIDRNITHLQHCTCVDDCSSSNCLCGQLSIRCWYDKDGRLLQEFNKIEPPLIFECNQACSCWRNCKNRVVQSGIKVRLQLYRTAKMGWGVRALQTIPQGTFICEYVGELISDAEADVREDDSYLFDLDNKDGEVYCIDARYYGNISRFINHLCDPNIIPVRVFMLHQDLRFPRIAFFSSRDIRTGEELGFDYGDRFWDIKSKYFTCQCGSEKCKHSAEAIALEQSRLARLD
#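 Compounds were preincubated with 20 nM G9a for 15 min, after which biotinylated H3K9 peptide (500 nM) and SAM (20 uM) started a 2 h room-temperature reaction. Monomethylated product was quantified by antibody-based AlphaScreen chemiluminescence.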
# Pol eta inh = blocks human DNA polymerase eta activity; Q9Y253; recombinant Pol eta, fluorescent DNA replication assay; Potency, µM (titrated, usually from 114 µM), for inactives: at the highest dose activity change, negative = inhibition, hits mostly inhibitors; 390,000 tested, 1.2% active; also: potency is read from the fitted curve at half-maximal effect; % is scaled to controls: 0 for no effect and ±100 for the full control effect
#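 Pol eta at 10 nM preincubated with compounds 15 min at room temperature; reaction started with fluorescent substrate (50 nM final) and read kinetically at 0 and 10 min.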
# Pin1 inhibitor = human Pin1 inhibition. Pin1 FP peptide displacement, HiFluor488, 10 min. AID 504891. Potency, µM (titrated, usually from 115 µM), for inactives: at the highest dose activity, negative = inhibition, actives largely listed as inhibitors. 390,000 tested, 0.009% active; active = well fitted inhibition curve with a large enough effect in the polarisation, with a control signal flat, not every such curve was filed as active; inconclusive = small, poorly fitted or top-dose-only effect, or effect the other way, or a change in a side signal; inactive = no such curve, though single readings can be large or run the other way; the % refers to the polarisation; also: potency is read from the fitted curve at half-maximal effect; % is scaled to controls: 0 for no effect and ±100 for the full control effect
# Target sequence (Q13526 whole entry, looked up): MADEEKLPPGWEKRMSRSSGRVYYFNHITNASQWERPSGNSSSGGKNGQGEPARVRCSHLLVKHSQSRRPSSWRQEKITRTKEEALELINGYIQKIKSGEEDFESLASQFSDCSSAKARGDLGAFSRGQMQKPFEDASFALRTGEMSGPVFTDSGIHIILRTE
# HP1b binding inh = inhibitors of HP1-beta chromodomain binding to methylated histone tails; AlphaScreen HP1-beta / biotin-H3K9me3 peptide binding; Potency, µM (highest dose often 114 µM), for inactives: at the top dose activity change, negative = inhibition, usual class: inhibitors; 390,000 tested, 0.56% active; AID 540317; also: potency is read from the fitted curve at half-maximal effect; nearly all actives have a fitted effect of over 70% in size; inactives centre near 23
#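 AlphaScreen: HP1-beta (50 nM) preformed 30 min with biotin-H3(1-18)K9me3 peptide (50 nM) in PBS pH 7.4, 0.01% Tween-20. Compound added for 30 min at RT, then streptavidin donor/nickel chelate acceptor beads (10 ug/mL) for 30 min.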
# An asterisk follows results filed as active; i = inactive; ? = inconclusive; / = no result given; [ ] = another dose, or the depositor's remark. Unless noted, calls follow the shape of the dose curve; as a rule, active = well fitted curve in the direction sought with a large enough effect; inconclusive = small, poorly fitted or top-dose-only effect, or another doubt; inactive = no such curve, though single readings can be large; an effect the other way counts as inactive or inconclusive. Only part of the results is shown. The share of hits here may be higher or lower than overall.
SMILES,PGK inhibitor,JMJD2A Tudor inh,BAZ2B inh,GLS inh,PI4K2A inh,G9a inh,Pol eta inh,Pin1 inhibitor,HP1b binding inh
CCC(CC)c1nn2c(N)c(/C=C3\C=Nc4ccccc43)c(=O)nc2s1,-1%,9%,2%,9%,-1,-7%,-25%,?,34%[activator]
Cc1ccc(C)c(S(=O)(=O)N2CCN(C(=O)c3cccnc3)CC2)c1,i,0%,7%,-1%,-5,95%[activator],-11%,-1%,70%[activator]
O=C(CCNS(=O)(=O)c1ccc2c(c1)CCCC(=O)N2)NCc1ccccc1Cl,i,-13%,6%[57.1 µM],-8%,-5,-2%[59 µM],-10%,-2%,7%
Cc1ccc(C(=O)OCN2C(=O)c3ccccc3C2=O)cc1S(=O)(=O)N1CCOCC1,i,-15%,3%,-2%,-1,-7%,-13%,12%,27%
O=C(NC1CCS(=O)(=O)C1)c1cccc(Cl)c1 (stereo not given),-1%,-15%,6%,-5%,1,-3%,0%,-11%,24%
COc1ccccc1/C=C/C(=O)OCC(=O)Nc1ccccc1Sc1ccccc1,3%,41%[activator],13%,4%,0,2%[59 µM],-19%,6%,69%[activator]
CCn1c(SCC(=O)N(C)CC(=O)Nc2ccc(OC)cc2)nnc1-c1ccco1,i,-6%,10%,3%,5,20µM*,-11%,-7%,34%
CCCCc1nn2c(=O)cc(COC(=O)c3cccc(NC(=O)COc4ccccc4)c3)nc2s1,i,-6%,-3%,-16%,2,?,-14%,-4%,33%
C=CCn1c(SCc2cc(=O)n3ccsc3n2)nnc1C1CCCCC1,-3%,-21%,1%,-29%,-17,-2%[12.7 µM],79µM*,?,20%
O=C(NC1CCCCC1)N1CCN(c2ccc([N+](=O)[O-])cc2)CC1,-2%,-2%,-6%,1%,1,/,-11%,2%,19%
COc1cccc(/C=C2\SC(=S)N(CCCC(=O)N(CCO)c3ccccc3)C2=O)c1,-3%,35µM*,?,3%,18,?,-19%,51%[activator],-23%
COC(=O)c1cc(NS(=O)(=O)c2ccc3c(c2)OCCO3)ccc1Cl,-7%,-15%,-1%,-8%,2,2%[59 µM],-3%,1%,33%[activator]
O=[N+]([O-])c1cccc(-c2nnc3n2CCCCC3)c1,-4%,-18%,-17%,-1%,0,4%,-4%,-1%,17%
Cc1ccccc1NC(=O)CSc1nc2ccccc2c(=O)n1CC1CCCO1 (stereo not given),-2%,-15%,-7%,-17%,-5,8%,-8%,-1%,-23%
COc1ccc(CN2CCN(CC=C(C)C)C(CCO)C2)cc1Cn1cncn1 (stereo not given),-6%,-2%,0%,-9%,3,5%,10%,0%,36%
COc1ccc(NC(=O)c2ccco2)cc1NC(=O)COc1ccc(Cl)cc1C,6%,?,-13%,9%,1,-32%[59 µM],79µM*,4%,22%
CC(C)(C)SCCNC(=O)c1cccc([N+](=O)[O-])c1,3%,-11%,-3%,5%,0,0%[59 µM],-15%,-1%,12%
O=C(N/N=C/C=C/c1ccc2c(c1)OCO2)c1ccc([N+](=O)[O-])cc1,/,2%,8%,-2%,1,13%,4%,0%,34%
COc1ccc(C2(CNC(=O)C(=O)Nc3ccccc3C)CCCC2)cc1OC,-2%,-2%,-4%,0%,-2,1%[59 µM],-19%,2%,31%
COc1ccccc1N1CCN(C(=O)c2cccc(Oc3ccccc3)c2)CC1,-3%,-10%,-19%,-2%,6,-37%,-15%,-3%,35%
CSCCC(NC(=O)c1ccc([N+](=O)[O-])cc1Cl)C(=O)OCC(=O)C12CC3CC(CC(C3)C1)C2 (stereo not given),-3%,?,-31%,-10%,-2,-2%[59 µM],-24%,2%,6%
O=C(COc1ccccc1Cl)N1CCN(c2ncccn2)CC1,-1%,-7%,12%,-4%,8,-22%,-12%,-5%,57%[activator]
Cc1ccc(NC(=O)Cn2c(=O)n(-c3ccccc3)c(=O)c3c4c(sc32)CCCC4)cc1,-8%,-2%,-3%,-5%,-6,-3%[59 µM],-12%,2%,34%
COc1cccc(-c2nc(N3CCCCC3C)c3ccccc3n2)c1O (stereo not given),2%,40µM*,?,-8%,0,45µM*,-13%,?,-36%
O=C(NCc1ccccc1Cl)C1CCN(S(=O)(=O)N2CCCCCC2)CC1,-7%,-6%,2%,-4%,0,?,-7%,-12%,6%
CC(=O)c1cccc(NC(=O)CCc2nc3cccnc3n2Cc2cccs2)c1,1%,-30%,-19%,1%,-4,-3%[59 µM],-8%,?,15%
CCc1nc2ccccc2c(C(=O)Nc2ccc(F)cc2)c1C,-9%,-2%,-17%,-6%,0,26%,-7%,19%,18%
Cc1c(C(=O)NCc2ccc(Cl)cc2)sc2nc3n(c(=O)c12)CCCC3,/,9%,-23%,-12%,-8,11µM*,/,/,115%[activator]
CC(=O)c1cc(C)ccc1OC(=O)CN1C(=O)c2ccccc2C1=O,i,-11%,-36%,12%,-3,/,-3%,-1%,30%
Cc1nn(CC(=O)N2CCC(N3CCCCC3)CC2)c(=O)c2c1sc1ccccc12,0%,-7%,-12%[57.1 µM],-11%,-5,4%,1%,?,7%[57 µM]
CC(C)N1C(=O)CC2(CC[N+](C)(CCOC(=O)C(c3ccccc3)c3ccccc3)CC2)C1=O (stereo not given),1%,-7%,45µM*,2%,-3,?,-13%,-3%,26%
Cc1ccc(SCC(=O)N(Cc2nc(-c3ccccc3)no2)C(C)C)cc1,i,37%[activator],12%,-5%,3,-4%[12.7 µM],-16%,1%,98%[activator]
COc1ccc(NC2CCCN(C(=O)c3ccc4nc(C)c(C)nc4c3)C2)cc1OC (stereo not given),-2%,-6%,-14%,22%,-6,12%,5%,-1%,9%
O=c1[nH]c(=S)n(-c2ccc(Br)cc2)c2ncccc12,-6%,-18%,/,2%,3,/,-14%,-4%,37%
N#CC1=C(N)Oc2c(ccc3cccnc23)C1c1cccnc1 (stereo not given),-2%,-9%,?,-19%,1,?,-5%,0%,39%[activator]
CCN1C[C@@H]2[C@@H]3C(=O)N(C)C(=O)[C@@H]3[C@](CC)(C1=O)N2C(=O)c1ccc(C)cc1,-9%,-17%,/,-1%,3,/,-3%,2%,17%
O=C(C1CCCN(c2ncnc3c2nc2n3CCCCC2)C1)N1CCN(c2cccc(Cl)c2)CC1 (stereo not given),i,?,?,2%,4,13%[59 µM],-19%,6%,0%[57 µM]
NC(=O)C1(N2CCCCC2)CCN(Cc2ccc(Br)cc2)CC1,-6%,-17%,-2%,13%,-5,-4%,2%,0%,29%
COc1ccc(-c2oc3ncn4nc(COc5cccc(C)c5C)nc4c3c2-c2ccc(OC)cc2)cc1,-1%,-3%,-34%,-9%,0,-17%[59 µM],-2%,2%,25%
CN(C)CCSc1nnc(-c2ccccc2)o1,i,-1%[57.1 µM],11%,-2%,0,40µM*,-2%,-4%,-6%
COc1ccc(CC(=O)Nc2cc(C)c3c(=O)oc4ccccc4c3n2)cc1,-7%,-14%,-2%,-13%,1,-22%,-13%,0%,18%
CC(C)CNC(=O)COCc1cc(-c2ccc3c(c2)OCO3)on1,5%,-14%,12%,-3%,-2,13%,-13%,-1%,25%
CCOc1ccc(NC(=O)C2CC(=O)OC2c2ccccc2)cc1 (stereo not given),3%,-12%[11.4 µM],-19%,-5%,4,35%,-28%,-3%,40%[activator]
CSc1nc(N)nc2c1ncn2CC(=O)NCc1ccc2[nH]ccc2c1,i,-24%,/,8%,-1,/,-15%,-5%,22%
O=C(c1c[nH]c2ccccc12)N1CCOCC1,-2%,-8%,0%,1%,-2,24%,-15%,0%,21%
Cc1cccc(OCC(=O)NC(=S)Nc2ccccc2N2CCOCC2)c1C,-3%,-6%,3%,8%,-1,/,9%,3%,18%
O=C(Nc1ccccc1F)c1oc2ccccc2c1NC(=O)C12CC3CC(CC(C3)C1)C2,-1%,6%,6%,10%,-3,0%[59 µM],-5%,3%,49%[activator]
O=C(Nc1cccc(-c2ccc(F)cc2)c1)C1CCCN(C(=O)c2cscn2)C1 (stereo not given),-4%,-25%,-15%,-4%,0,31%,-19%,-3%,23%
Cc1ccc(Nc2nc(COC(=O)COc3ccc(C=O)cc3)cs2)cc1,-4%,?,-37%,7%,0,-13%[59 µM],-8%,30%[activator],-1%
CCN1CCN(C(=S)c2ccc(Cl)cc2)CC1,2%,79µM*,-1%,?,-21,?,4%,3%,?
# More entries
SMILES,PGK inhibitor,JMJD2A Tudor inh,BAZ2B inh,GLS inh,PI4K2A inh,G9a inh,Pol eta inh,Pin1 inhibitor,HP1b binding inh
Cc1cc2oc(C(=O)NC3CCS(=O)(=O)C3)c(C)c2cc1C (stereo not given),-1%,-6%,-4%,-9%,23,18%[12.7 µM],0%,-9%,24%
CCN(CC)S(=O)(=O)c1ccc2c(c1)N(CC(=O)NCCN1CCOCC1)C(=O)CO2,-4%,0%,-5%,9%,-3,18%,2%,-3%,39%
CCCCNC(=O)Nc1nnc(-c2ccc(Cl)cc2)o1,-7%,-26%,-9%,-1%,2,-9%,16%,0%,38%
COc1ccccc1NC(=O)c1ccc[n+]([O-])c1,0%,-14%,1%,0%,12,1%,-13%,-10%,22%
Cc1ccnc(NC(=O)CCC(=O)N(CC(=O)NC2CCCCC2)Cc2ccccc2)c1,-6%,-11%[11.4 µM],-22%,-23%,-2,22%,-6%,-10%,59%[activator]
